High-throughput results deposited in PubChem by National Center for Advancing Translational Sciences (NCATS).
GAA spleen mod – inhibitors or activators of human alpha-glucosidase in spleen homogenate. human spleen homogenate, 4-MU-alpha-glucoside fluorescence. Potency, µM (series often up to 79.9 µM), for the others: top-dose activity change, negative = inhibition, actives largely listed as inhibitors. actives 0.006% (n = 240,000). AID 2112;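 note: 0% = enzyme with vehicle and -100% = no enzyme basal signal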
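Human spleen homogenate (1 ug) with 4-methylumbelliferyl-alpha-D-glucopyranoside (1 mM final) in 50 mM citrate/phosphate pH 5.0, 0.01% Tween-20; 40 min at 37 C. Stopped at pH 10; 4-MU fluorescence Ex 365/Em 440 nm; AC50 by Hill fit.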
TRb-SRC2 inh – disrupts binding of human TR beta to SRC2; TRbeta-SRC2 peptide binding, fluorescence polarization; receptor liganded with 1 µM T3; Potency, µM (titrated, usually from 106 µM), for inactives: top-dose activity change, negative = inhibition, actives largely listed as inhibitors; actives 0.065% (n = 280,000); AID 1469;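 note: plate controls were bound peptide for no effect and peptide without receptor for full effect; nearly all actives have a fitted effect of over 50% in size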
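Decrease in fluorescence polarization of 20 nM Texas Red SRC2 coactivator peptide flagged inhibition of its binding to 0.6 uM TRb LBD; 1 uM T3 included, incubation 5 hr, ex 555/em 632 nm.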
L3MBTL1 block – inhibitors of human L3MBTL1; AlphaScreen L3MBTL1–H3K9me1 peptide binding; actives 0.66% (n = 230,000); Potency, µM (highest dose often 57.1 µM), for inactives: at the highest dose activity, negative = inhibition, usual class: inhibitors; Q9Y468; AID 485360; note: nearly all actives have a fitted effect of over 60% in size
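L3MBTL1 (50 nM) pre-complexed 30 min with biotinylated H3(1-15)K9me1 peptide (75 nM), then compounds added for 30 min at room temperature; AlphaScreen streptavidin donor/nickel chelate acceptor beads (10 ug/mL final) read after 30 min dark incubation.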
TexasRed fluor – counter-screen for TRb-SRC2 inhibitors: fluorescence interference | Potency, µM (series often up to 106 µM), for the others: at the highest dose fluorescence change, negative = quenching | actives 0.29% (n = 280,000) | TRb/SRC2 Texas Red total fluorescence interference; active = well fitted curve in either direction with a large enough effect; inconclusive = small, poorly fitted or top-dose-only effect
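Human TRβ ligand-binding domain (0.6 uM) and Texas Red SRC2 peptide (20 nM) in Tris buffer with 1 uM T3 and 5% DMSO were incubated with pinned compound for 5 hr at ambient temperature. Total fluorescence was computed as S + 2P (555/632 nm).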
GAA inhib – alpha-glucosidase (human) inhibition. Potency, µM (top dose mostly 76.9 µM), for the others: at the top dose activity change, negative = inhibition, hits mostly inhibitors. actives 0.005% (n = 200,000). P10253. purified human GAA, 4-MU-alpha-glucoside fluorescence;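 note: plate controls were uninhibited enzyme wells for no effect and no-enzyme background for full effect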
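Enzyme (4 nM final) mixed with compound (up to 77 uM), then 4-MU-alpha-D-pyranoside (400 uM final) added; 20 min at room temperature, pH 5.0. Reaction stopped at pH 10, fluorescence read, AC50 derived by Hill fit.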
RGS12 GoLoco inh – inhibitors of human Gai1-RGS12 GoLoco interaction (red fluorophore); P63096; Gai1:RGS12 GoLoco peptide FP, rhodamine, 10 min; Potency, µM (series often up to 61.6 µM), for inactives: at the top dose activity, negative = inhibition, usual class: inhibitors; actives 0.44% (n = 230,000); AID 880; active = well fitted inhibition curve with a large enough effect, not every such curve was filed as active; inactive = no such curve, though single readings can be large or run the other way; note: nearly all actives have a fitted effect of over 30% in size; many of its hits are not listed in these tables
Target sequence (P63096 whole entry, looked up): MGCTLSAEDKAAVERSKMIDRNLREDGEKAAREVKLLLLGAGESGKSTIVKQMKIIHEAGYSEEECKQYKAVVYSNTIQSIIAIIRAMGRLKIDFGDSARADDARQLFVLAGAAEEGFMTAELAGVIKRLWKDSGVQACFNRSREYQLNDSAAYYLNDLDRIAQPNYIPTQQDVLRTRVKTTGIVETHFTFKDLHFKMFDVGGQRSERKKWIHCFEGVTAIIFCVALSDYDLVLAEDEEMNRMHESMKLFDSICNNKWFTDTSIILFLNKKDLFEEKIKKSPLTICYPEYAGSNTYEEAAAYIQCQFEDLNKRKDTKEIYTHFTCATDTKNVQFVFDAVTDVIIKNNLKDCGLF
GAA glycogen – inhibitors or activators of human alpha-glucosidase glycogen cleavage. Potency, µM (doses to about 76.4 µM), without a hit: at the highest dose activity change, negative = inhibition, most hits filed as inhibitors. P10253. actives 0.38% (n = 300,000). recombinant GAA, glycogen substrate, Amplex Red glucose oxidase fluorescence;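 note: 0% = full enzyme reaction and -100% = no-enzyme basal signal; the screen sought inhibitors and activators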
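Recombinant human enzyme (4 nM); glycogen substrate; 37 C, 40 min, pH 5.0. Readout: coupled glucose oxidase/Amplex Red fluorescence.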
RECQ1 inh – inhibitors of human RECQ1 DNA helicase; P46063; RECQ1 DNA unwinding, red fluorescence kinetic read; Potency, µM (top dose mostly 57.3 µM), inactives show top-dose activity, negative = inhibition, hits mostly inhibitors; actives 0.54% (n = 240,000); AID 2549;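 note: plate controls were vehicle for no effect and no enzyme for full effect; nearly all actives have a fitted effect of over 30% in size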
Target sequence (P46063 whole entry, looked up): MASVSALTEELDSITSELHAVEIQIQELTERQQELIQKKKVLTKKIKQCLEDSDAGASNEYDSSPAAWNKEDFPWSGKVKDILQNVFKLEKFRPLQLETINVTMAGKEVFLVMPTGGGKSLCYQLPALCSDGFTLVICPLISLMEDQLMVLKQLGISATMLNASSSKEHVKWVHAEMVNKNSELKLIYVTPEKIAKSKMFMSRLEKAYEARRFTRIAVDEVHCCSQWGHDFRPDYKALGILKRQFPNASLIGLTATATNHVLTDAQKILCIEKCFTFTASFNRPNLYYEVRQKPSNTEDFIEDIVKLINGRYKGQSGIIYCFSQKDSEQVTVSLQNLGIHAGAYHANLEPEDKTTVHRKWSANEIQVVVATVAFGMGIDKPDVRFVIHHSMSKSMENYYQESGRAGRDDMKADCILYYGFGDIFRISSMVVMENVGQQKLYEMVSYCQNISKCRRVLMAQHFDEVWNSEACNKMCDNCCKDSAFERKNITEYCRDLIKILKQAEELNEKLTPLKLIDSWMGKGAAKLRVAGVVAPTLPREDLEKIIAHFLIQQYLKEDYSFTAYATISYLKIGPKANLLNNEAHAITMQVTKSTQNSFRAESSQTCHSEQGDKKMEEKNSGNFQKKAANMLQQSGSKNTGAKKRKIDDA
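50 nM RECQ1T1 preincubated 15 min with compound in Tris pH 8.0 buffer with MgCl2, DTT, Tween-20 and 2.5 ug/ml poly(dI-dC); started with 200 nM TAMRA/BHQ-2 forked duplex and 2 mM ATP. Unwinding read as fluorescence (525/598 nm), two reads 2 h apart.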
* marks the source's active call; other numbers are inactive results; i = inactive; u = inconclusive; x = not tested or not shown; & = joins results of further samples; [ ] = remark or other dose. Unless noted, calls come from the whole dose curve; as a rule, active = well fitted curve in the direction sought with a large enough effect; inconclusive = small, poorly fitted or top-dose-only effect, or another doubt; inactive = no such curve, though single readings can be large; an effect the other way counts as inactive or inconclusive. Unless noted, % is set by controls: 0 for no effect and ±100 for the full control effect; potency is the fitted concentration of half-maximal effect.

SMILES | GAA spleen mod | TRb-SRC2 inh | L3MBTL1 block | TexasRed fluor | GAA inhib | RGS12 GoLoco inh | GAA glycogen | RECQ1 inh
CN(C)S(=O)(=O)c1ccc(C(=O)Nc2ccnn2C2CCCCC2)cc1 | 2.8% | 0.7% | 6.7% | 0.3% | -1.0% | -7.0% | -13.3% | -1.6%
Cc1cc(C)n(C2CCCCC2OC(=O)CCc2ccccc2)n1 (centres undefined) | -5.7% | 10.6% | x | -2.7% | x | 0.7% | -1.6% | -16.7%
CCOC(=O)C1CCCN(C(=O)COC(=O)C2=COCCO2)C1 (centres undefined) | 5.1% | -0.9% | 0.3% | -0.7% | 7.2% | 6.5% | 10.2% | -5.1%
O=S(=O)(c1ccc(F)cc1)n1ccc(-c2cnc(-c3ccccc3)s2)n1 | 2.4% | -0.4% | 8.0% | -0.2% | 10.5% | -1.3% | -6.6% | -9.9%
O=C(Cc1ccc(Cl)cc1)Nc1nc2ccccc2[nH]1 | -19.6% | -1.4% | x | 1.4% | -9.4% | 4.8% | -1.4% | i
CCc1cc2c(=O)c(-c3nc4ccccc4n3C)c(COCC(=O)O)oc2cc1O | -7.9% | 2.5% | -13.4% | -0.8% | -1.3% | 12.7% | 5.1% | -1.6%
Cc1[nH]nc(-c2ccc(O)cc2O)c1-c1ccc(Cl)cc1 | -4.3% | -2.1% | -3.2% | -5.8% | 6.0% | -6.2% | u | -20.4%
CN(C)Cc1cnc2ccc(Cl)cn12 | 1.2% | -5.6% | -1.8% | -8.0% | -3.2% | 3.8% | -4.4% | 5.5%
COc1cc(C)ccc1OCCOCCOc1c(C)cc(C)cc1Br | 1.1% | 6.3% | 41.0%[activator] | -2.7% | -7.3%[15.4 µM] | 16.9% | -11.3% | -7.4%
CCCCOC(=O)c1ccc(N/C(=N\S(=O)(=O)c2ccccc2)c2ccccc2)cc1 | -2.1% | -0.6% | -1.8% | 0.6% | -12.1% | 8.3% | 1.5% | -15.2%
O=C1C=CC2=C3c4cc(O)c(O)cc4CC3(O)COC2=C1O (centres undefined) | -10.5%&-6.0% | 6.2%&0.2% | x | u | x | 2.51µM* | x | 1.26µM*
COc1cc(OC)cc(-c2nc(-c3ccccc3)no2)c1 | 10.1% | 7.8% | x | -2.7% | -3.3% | 0.0% | -8.6% | -2.4%
O=C(N/N=C/c1ccccc1C(=O)O)c1cc(-c2ccc3c4c(cccc24)CC3)n[nH]1 | -1.2% | 2.3% | -20.5% | -0.2% | 3.1% | 18.5% | -1.3% | -2.2%
O=c1[nH]c2ccc(NC(=S)NCCc3ccccc3)cc2[nH]1 | 4.3% | 4.2% | x | -23.9% | x | -0.4% | -2.1% | i
CCCC(=O)Nc1ccc(Cl)c(NC(=O)c2cccnc2)c1 | -8.0% | -4.0% | -3.4% | 0.4% | 6.3% | 2.0% | -2.7% | 3.6%
CCCC(=O)Nc1ccc(Cl)c(NC(=O)c2ccc([N+](=O)[O-])cc2Cl)c1 | -4.0% | 1.4% | -3.7% | 5.9% | -6.9% | 4.3% | 10.8% | -4.8%
Cc1ccc(C)n1CCN1CCN(CC(=O)Nc2ccc(S(N)(=O)=O)cc2)CC1 | 0.0% | 1.6% | -3.9% | -1.5% | 2.9% | 4.9% | 6.2% | -3.0%
Cc1cc2ccc(C)c(C)c2nc1SCC(=O)c1cccs1 | -12.3% | 7.3% | 24.6% | -3.3% | 2.9% | 0.1% | -3.5% | -4.9%
CSc1nnc2c3ccccc3n(Cc3ccccc3)c2n1 | -4.5% | 4.3% | 0.6% | -0.5% | 0.3% | -6.2% | -2.1% | 2.8%
CC[C@@H]1C(c2cccc(C)c2)=NN(c2ccc(Br)cc2)[C@H]1C(=O)N1CCOC1=O | 3.1% | 3.0% | x | -3.7% | x | 2.0% | x | -13.9%
CCn1cc(C2=NC(CCSC)CO2)c2ccccc21 (centres undefined) | 5.1% | 1.3% | x | 1.8% | 0.4% | 6.7% | -26.9% | u
Cc1sc2nc(CN3CCN(c4ccc(O)cc4)CC3)[nH]c(=O)c2c1C | 3.2% | 5.8% | x | -2.8% | x | -2.4% | 15.8µM* | -33.4%
Cc1cc(C)c(-c2cc(NC(=O)CSc3nncn3C)n(-c3ccccc3)n2)cc1C | -5.8% | -7.3% | x | 0.1% | -8.1% | 8.9% | -2.7% | 4.4%
O=C(OCC(=O)N1CCN(S(=O)(=O)c2ccccc2)CC1)c1ccc([N+](=O)[O-])o1 | -14.5% | 2.3% | -27.5% | -3.3% | -14.8% | 3.1% | -13.2% | -4.3%
Cc1onc(-c2c(Cl)cccc2Cl)c1C(=O)NC(C)(C)CO | -1.8% | -14.6% | x | 1.7% | -6.5% | 0.1% | -15.7% | -15.8%
CC(C)NC(=O)c1cc2c(C(F)(F)F)nn(C)c2s1 | 4.8% | -5.4% | 40.5%[activator] | -8.8% | u | -17.2% | u | -4.6%
CN(C)CCCNCCCNC(=O)/C(=N\O)c1ccccn1 | 0.7% | -11.2% | -9.0% | 1.2% | -3.2% | -5.3% | 9.0% | -1.4%
O=C(Nc1cccc([N+](=O)[O-])c1)Nc1cccs1 | -3.0% | 0.9% | x | -1.7% | -2.9% | 4.2% | u | -4.7%
O=C(NCc1ccncc1)c1cn(-c2ccccc2)nc1-c1cccnc1 | -3.4% | -3.6% | 3.1% | -2.4% | -1.5% | 1.4% | -13.2% | i
COc1ccc(-c2cn3ccc4ccccc4c3n2)cc1 | -0.3% | 3.0% | -17.4% | -0.4% | -2.9% | 2.4% | -6.8% | -10.2%
COc1ccccc1N1CCN(C(=O)c2ccc3c(=O)n(Cc4ccco4)c(=S)[nH]c3c2)CC1 | -5.7% | 0.3% | -9.0% | -2.8% | 5.9% | -6.4% | 6.6% | -5.4%
CCOc1ccc(-c2nc(CSCC(=O)N3CCN(c4cccc(OC)c4)CC3)c(C)o2)cc1 | -3.6% | 0.5% | -21.0% | -3.9% | -6.9%[15.4 µM] | 5.4% | -0.8% | -5.8%
C=CCNC(=O)c1ccc2nccnc2c1 | -8.6% | -4.7% | -5.3% | -4.1% | 5.1% | 5.4% | -2.8% | 2.8%
Cc1cc(C#N)c(C)n1-c1cc(C(F)(F)F)ccc1N1CCOCC1 | -6.5% | -0.6% | -12.2% | 0.9% | -0.9% | 15.8% | 0.9% | i
CCC(C)(C)NC(=O)C(c1ccncc1)N(C(=O)c1sc(C)nc1C)c1ccc(C)cc1 (centres undefined) | -10.5% | -4.0% | 0.0% | 0.9% | -5.7% | -9.7% | 2.2% | 2.4%
S=c1[nH]nc(-c2ccc3ccccc3n2)o1 | 2.1% | 1.7% | x | -0.8% | -3.5% | 9.4% | -3.6% | i
CC(C)n1c(Nn2cnnc2)nc2ccccc21 | -1.2% | -7.2% | -12.5% | -7.8% | -8.6% | 5.9% | 3.1% | 3.7%
C=CCc1c(C)[nH]c(=S)c(C#N)c1C | -3.9% | -1.6% | 0.3% | -4.2% | 1.9% | -18.6% | -20.7% | -6.9%
COC(=O)c1cccc(NC(=S)N2CCOCC2)c1 | -8.1% | 0.7% | -3.2% | -0.7% | 4.1% | 2.4% | -16.0% | i
C=CCC1Cc2c(Br)cccc2C(CC=C)N1 (centres undefined) | -5.7% | 2.9% | -23.4% | -0.6% | -0.6% | 13.0% | 6.6% | -7.5%
CC(=O)c1cccc(NC(=S)NC(=O)c2ccc(C)cc2)c1 | 7.0% | -0.3% | -3.4% | -0.9% | 0.0% | 9.7% | 5.7% | -3.2%
O=C(O)CCC(=O)N1N=C(c2c(-c3ccccc3)c3cc(Cl)ccc3[nH]c2=O)CC1c1cccs1 (centres undefined) | 11.8% | 1.6% | 4.7% | 4.1% | 9.0% | 0.8% | -2.7% | -1.3%
O=C(NCc1ccc2c(c1)OCO2)c1ccc2snnc2c1 | -1.7% | -3.6% | -0.4% | 3.5% | 2.7% | -6.9% | 2.4% | -5.1%
O=C(NCc1ccccc1)c1cc[n+](CC(=O)c2cccs2)cc1 | -1.8% | 0.1% | 13.0% | -0.9% | x | 2.2% | -8.1% | -0.2%
O=C1C=C(NCCNc2c(F)c(F)c(CO)c(F)c2F)CCC1 | -1.4% | 3.1% | 6.3% | -2.5% | -1.1% | 1.4% | 7.7% | -13.9%
O=C(CS(=O)CC(=O)N(CC(=O)NC1CCCC1)C1CCCCC1)Nc1ccc(F)cc1 (centres undefined) | 10.4% | 0.5% | -6.0% | -4.4% | -0.9% | -6.4% | 4.3% | -0.7%
CC1CCC(C(=O)NC(C(=O)NCc2ccccn2)C(C)C)CC1 (centres undefined) | -1.3% | -2.4% | x | -1.6% | -5.4% | 8.8% | -7.7% | -2.1%
CCOC(=O)c1ccc2nc3c(cc2c1)CCS3 | -6.0% | -4.4% | 13.6% | 0.6% | 2.8% | -13.9% | 0.1% | -7.5%
CCCCOc1ccc(NC(=O)CSCC(=O)OCC)cc1 | 0.6% | -27.2% | 3.1% | -1.3% | -3.2% | 0.8% | -2.5% | 4.1%
O=C(O)CCC(=O)Nc1cccc(C(=O)Nc2ccc(Br)cc2)c1 | -6.3% | 0.1% | 13.1% | -1.0% | 0.0% | 4.1% | -4.1% | i
Cc1nn(C)cc1C(C(=O)NC1CCCCC1)N(C(=O)Cc1cccs1)c1ccc(F)cc1 (centres undefined) | -1.9% | -3.1% | 3.6% | 1.2% | u | 2.5% | 10.8% | -8.4%

Grouped by structure: the compounds so far containing a furan ring, fused or not.
SMILES | GAA spleen mod | TRb-SRC2 inh | L3MBTL1 block | TexasRed fluor | GAA inhib | RGS12 GoLoco inh | GAA glycogen | RECQ1 inh
O=C(OCC(=O)N1CCN(S(=O)(=O)c2ccccc2)CC1)c1ccc([N+](=O)[O-])o1 | -14.5% | 2.3% | -27.5% | -3.3% | -14.8% | 3.1% | -13.2% | -4.3%
COc1ccccc1N1CCN(C(=O)c2ccc3c(=O)n(Cc4ccco4)c(=S)[nH]c3c2)CC1 | -5.7% | 0.3% | -9.0% | -2.8% | 5.9% | -6.4% | 6.6% | -5.4%

Not all compounds are listed. The share of hits here may be higher or lower than overall.
